High-throughput results from PubChem.
NRP1-CendR mod: modulators of CendR peptide binding to NRP-1, primary screen, biochemical, fluorescence polarization, uHTS | Neuropilin-1 (Homo sapiens), O14786 | FAM-RPARPAR peptide binding to NRP-1 | inhibition, % at 25 µM | hit rate 0.85% among 360,000 | AID 602438, 2012;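 active = inhibition or corrected inhibition above about 18%, plus a signal ratio from 0.5 to 1.5, limit read from the data, passing the limit was not always enough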; note: strong numbers were not always called active
MsrA act: bovine MsrA enzyme activators, primary screen, biochemical, absorbance, HTS. Methionine sulfoxide reductase A (Bos taurus). purified bovine MsrA, absorbance read-out. activation, % at 10.6 µM. hit rate 0.3% among 360,000. AID 602163, 2012; in the data active = activation above about 7.5%;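 note: 0% = vehicle and 100% = reference activator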
Neddylation inh: inhibitors of cullin neddylation, primary screen, biochemical, TR-FRET, uHTS, NAE and Ubc12. NEDD8-conjugating enzyme Ubc12 (Homo sapiens) + NEDD8-activating enzyme E1 regulatory …. calls only at 25 µM. hit rate 0.58% among 360,000. AID 651699, 2012; in the data active = inhibition above about 36%
SKN-1 inh: suppressors of acrylamide-induced Pgst-4::GFP reporter in worms, primary screen, SKN-1 inhibitor project, whole organism, uHTS, GFP/RFP fluorescence ratio, strain VP596; C. elegans VP596 Pgst-4::GFP/RFP ratio, 24 h; inhibition, % at 21.8 µM; hit rate 0.49% among 360,000; AID 624304, 2012;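 active = interference check ratio from 0.5 to 1.5 plus GFP to RFP signal ratio inhibition reaching or exceeding a fixed threshold, cut at about 30% in these data, passing the limit was not always enough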; note: some compounds called inactive have numbers as strong as hits
Rin1-Abl PPI inh: inhibitors of Rin1-Abl protein binding, primary screen, biochemical, TR-FRET | Tyrosine-protein kinase ABL1 (Homo sapiens) + Ras and Rab interactor 1 (Homo sapiens), … | inhibition, % at 7.35 µM | hit rate 0.4% among 360,000; in the data active = inhibition above about 5%, passing the limit was not always enough
eLon inh: inhibitors of E. coli Lon protease, primary screen, biochemical, fluorescence polarization | P0A9M0 | hit rate 0.42% among 360,000 | purified E. coli Lon protease | inhibition, % at 7.94 µM | AID 602123, 2011; in the data active = inhibition above about 13%, passing the limit was not always enough;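 note: 0% = enzyme with probe and DMSO and 100% = no enzyme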
Target sequence (P0A9M0 whole entry, looked up): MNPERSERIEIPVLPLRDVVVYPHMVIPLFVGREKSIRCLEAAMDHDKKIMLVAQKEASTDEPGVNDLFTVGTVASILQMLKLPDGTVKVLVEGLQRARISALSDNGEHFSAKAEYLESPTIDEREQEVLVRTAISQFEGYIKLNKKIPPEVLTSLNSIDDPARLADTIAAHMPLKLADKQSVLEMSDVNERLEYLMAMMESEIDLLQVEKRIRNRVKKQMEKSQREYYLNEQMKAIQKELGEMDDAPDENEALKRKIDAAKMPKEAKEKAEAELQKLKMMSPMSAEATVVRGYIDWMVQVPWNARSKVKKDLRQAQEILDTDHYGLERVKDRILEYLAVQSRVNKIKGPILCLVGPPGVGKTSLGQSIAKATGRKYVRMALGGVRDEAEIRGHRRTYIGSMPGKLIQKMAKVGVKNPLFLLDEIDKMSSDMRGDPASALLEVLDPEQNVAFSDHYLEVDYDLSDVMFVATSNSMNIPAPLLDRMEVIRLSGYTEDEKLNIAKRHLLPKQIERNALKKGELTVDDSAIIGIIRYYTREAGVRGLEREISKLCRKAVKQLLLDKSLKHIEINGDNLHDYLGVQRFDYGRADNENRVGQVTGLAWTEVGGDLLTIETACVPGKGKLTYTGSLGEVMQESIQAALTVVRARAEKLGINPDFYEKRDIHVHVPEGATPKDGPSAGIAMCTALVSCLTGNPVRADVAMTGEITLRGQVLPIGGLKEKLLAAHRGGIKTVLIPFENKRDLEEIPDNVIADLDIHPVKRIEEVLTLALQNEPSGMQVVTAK
PABP1 MLLE inh: inhibitors of PABP1 MLLE–PAM2 peptide binding, primary screen, biochemical, fluorescence polarization, FITC-PAM2, GST-MLLE | Polyadenylate-binding protein 1 (Homo sapiens), P11940 | inhibition, % at 20 µM | hit rate 0.36% among 360,000 | AID 588489, 2011; in the data active = inhibition above about 35%, passing the limit was not always enough;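 note: plate controls were DMSO wells with GST-MLLE for no effect and wells lacking GST-MLLE protein for full effect; some results filed as inactive read as strong as hits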
FAS-TE inh: FAS thioesterase domain inhibitors, primary screen, biochemical, fluorescence intensity, uHTS; Fatty acid synthase (Homo sapiens), P49327; recombinant FAS-TE, OMFH fluorogenic substrate, fluorescence endpoint; inhibition, % at 15 µM; hit rate 0.67% among 360,000;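 active = compounds whose normalised, plate-corrected inhibition of enzyme fluorescence in the single-dose primary screen is 50% or more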;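 note: 0% = DMSO with enzyme and 100% = substrate without enzyme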
MT1-MMP act inh: blockers of MT1-MMP proenzyme processing, primary screen, HT1080 RFP-PRO-GFP cells, GFP/RFP fluorescence; GFP/RFP ratio fluorescence, overnight; percent of plate control window, DMSO zero; Matrix metalloproteinase-14 (Homo sapiens), P50281; GFP/RFP ratio change, % at 20 µM; hit rate 0.061% among 360,000;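 active = GFP/RFP ratio change of at least 30% with cell ATP level not reduced by more than half and red fluorescence within 50% of control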; note: strong numbers were not always called active
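Material: RFP-PRO-GFP reporter HT1080 cells. Dosing: single-point 20 µM compound, 1% DMSO. Controls: DMSO and RFP-L50D-GFP cell wells. Timing: cells overnight before dosing, compound overnight, 37 °C, 5% CO2. Measure: GFP/RFP fluorescence ratio.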
An asterisk follows results filed as active; i = inactive; nt = not tested or not shown; + = active, no number.

Second line of a record: Neddylation inh, MT1-MMP act inh, MsrA act, PABP1 MLLE inh, eLon inh, SKN-1 inh, NRP1-CendR mod, Rin1-Abl PPI inh, FAS-TE inh
1	Cc1ccc(/C=C/S(=O)(=O)NCC(=O)OCC(=O)NCc2ccccc2)cc1
    i, -2, -4, -7, -2, 7, 12, 2, -1
2	Cc1ccc(C2=NN(CC(=O)NCCC(C)C)C(=O)CC2)cc1
    i, 3, 0, 26, 13, 6, 1, -3, -2
3	N#Cc1c(Cc2cccc3ccccc23)nn(CCO)c1N
    i, nt, -12, 8, -4, 9, 6, -4, -12
4	CCOC(=O)c1nn(-c2ccccc2C)c2nc(-c3ccc(C)cc3)c(C#N)c(=O)n12
    i, -5, 1, -10, 0, 8, 24, 0, 30
5	O=C1CCN(Cc2ccccc2)C=C1c1ccc(C(F)(F)F)cc1
    i, -2, -4, 8, -1, 6, -14, -1, 30
6	CC1CCCN(C(=O)Cn2c3ccccc3c3nc4n(c(=O)c32)CCS4)C1 (stereo not drawn)
    i, 1, -3, -1, -1, 8, 3, 2, 0
7	CCO[C@H]1OC(C(=O)N2CCN(Cc3ccccc3)CC2)=C[C@@H](c2ccc(C(F)(F)F)cc2)[C@@H]1CCCO
    i, 1, -4, 13, -6, -14, 0, 6, 13
8	COc1cc(NC(=O)OCc2ccccc2)c2ncccc2c1
    i, -5, -6, 0, -7, 6, -5, 0, 25
9	CCN(CC)CCN(C(=O)c1ccc2ccccc2c1)c1nc2cc3c(cc2s1)OCO3
    i, -3, -5, 2, -2, 6, 4, 2, 28
10	O=C(Nc1ccc(F)c(S(=O)(=O)N2CCOCC2)c1)C1CCCCC1
    i, 1, -3, -15, -3, -2, -2, 2, -4
11	COc1ccc(/C=C/C(=O)NCC(c2ccc(F)cc2)N2CCOCC2)cc1OC (stereo not drawn)
    i, -2, -13, -2, 4, 3, -1, -3, -3
12	O=C(N/N=C/c1ccco1)C(O)C(O)C(=O)N/N=C/c1ccco1 (stereo not drawn)
    i, 1, -1, 8, -2, -8, -1, 2, 0
13	Cc1ccccc1Nc1nnc(C)c(=O)[nH]1
    i, -2, -9, -9, -4, -1, 11, 2, -12
14	Nc1n[nH]c(N)c1N=Nc1ccc(Cl)cc1Cl
    i, 0, -5, -15, 5, 7, 1, 4, -2
15	Cc1nc2ccccc2c(=O)n1NC(=O)c1ccc(Cl)c(Cl)c1
    i, 2, -4, 6, 5, 4, 0, -3, -1
16	CC1C=CC(C)C(C(=O)O)C1C(=O)O (stereo not drawn)
    i, 1, -11, 15, -7, -19, -33, -4, -7
17	COc1ccc(CNC(=O)COC(=O)c2cc(S(=O)(=O)N3CCOCC3)ccc2O)cc1OC
    i, 11, 0, -9, -8, 7, 3, -2, -5
18	CN1C(=O)CC(C(=O)O)SC1=Nc1cc(Cl)c(O)c(Cl)c1 (stereo not drawn)
    i, 4, -2, 5, -11, -8, -11, 2, -8
19	O=S(=O)(NCCc1csc(-c2ccc(C(F)(F)F)cc2)n1)c1ccc2c(c1)OCCO2
    i, 7, -2, -15, -9, 2, 6, 0, 17
20	C=CCN1CC(O)=C(c2nc3ccccc3[nH]2)C1=N
    i, 2, -3, -4, 4, 7, 8, 0, 1
21	CC(C)(C)c1ccc(OCCNCc2ccccc2)cc1
    i, -2, -2, -8, -7, 6, -1, 1, 12
22	CCCc1cc(C(N)=O)c(NC(=O)c2cc(C)on2)s1
    i, -6, -8, -3, -2, 9, -24, 1, 1
23	O=C(Nc1ccc2c(c1)OCCO2)c1ccc(Br)o1
    i, -1, -3, -10, 6, 1, -2, -1, -6
24	CCOc1ccccc1CNC(=O)Cn1ccc2cc(S(=O)(=O)N3CCCCCC3)ccc21
    i, -8, -2, 5, -5, 19, 4, -1, 13
25	Cc1cccc(CCNC(=O)c2cc(S(=O)(=O)N3CCCC3)cn2C)c1
    i, 3, -10, -1, -2, 2, 1, 2, -1
26	Cc1ccc(-c2csc(NC(=O)CSc3nc4ccccc4c(=O)n3CCCN(C)C)n2)cc1
    i, -4, 2, -6, -6, -4, -6, 0, -33
27	COc1ccc(CCN=C(N)NS(=O)(=O)c2ccc(C)c(C)c2)cc1OC
    i, 6, -4, 3, -7, 2, 21, -2, -1
28	CC1=Nc2cc(C(=O)NCCCN3CCOCC3)ccc2Sc2c(C)ccc(C)c21
    i, 5, -2, -6, -6, -4, 9, 5, -4
29	O=C1c2ccccc2-c2c1cccc2C(=O)N1CCCCCC1
    i, -5, -2, 10, -5, -1, 1, -2, -7
30	NC(=O)c1cc(S(=O)(=O)N2CC=C(c3ccccc3)CC2)cs1
    i, 2, -8, 12, 11, 4, 7, 4, -5
31	CCCC(=O)Nc1ccc(NC(=S)NC(=O)c2cccs2)cc1
    i, -1, -2, 33, 7, -9, -4, 0, 5
32	CCN1CCN(C(c2cc3cc4c(cc3[nH]c2=O)OCO4)c2nnnn2C(C)(C)CC)CC1 (stereo not drawn)
    nt, -6, -1, 5, 0, 9, -8, -2, -6
33	COC(=O)[C@]1(Cc2ccccc2)N[C@H](CN(C)C(=O)Nc2ccc(Cl)cc2)[C@@H]2C(=O)N(Cc3ccccc3)C(=O)[C@@H]21
    i, -1, -1, 4, 11, -4, 1, 0, 44
34	CC1(C(=O)NS(=O)(=O)Cc2cccc(Cl)c2)CCN1C(=O)C1CCCCC1 (stereo not drawn)
    i, -3, -2, 7, 1, -10, 4, 1, -4
35	COc1ccc(CCNC(=O)CCC(=O)N2CCOc3ccc(Cl)cc32)cc1OC
    i, 7, -3, 1, -4, 3, -2, 1, 1
36	Cc1ccc(-n2c(Cn3nc(C(F)(F)F)cc3C)n[nH]c2=S)cc1
    i, -1, -1, 19, 4, 6, 0, 0, -4
37	COc1ccc(C(=O)CSc2nnc(-c3cccnc3)n2Cc2ccco2)cc1
    i, -1, 1, -4, -1, 3, 7, 3, 1
38	CCOC(=O)CSc1ccc2nnc(-c3cccnc3)n2n1
    +, 0, -2, 15, -3, -6, 6, 7.5*, -5
39	CCCN(CC(=O)Nc1ccc(Cl)cc1Cl)Cc1cc(=O)n2ccsc2n1
    i, -9, -3, -3, 2, 16, 8, 2, 27
40	O=C1[C@H](Oc2ccccc2)[C@@H](c2ccccc2)N1c1ccncc1
    i, -7, 0, -15, 16, -1, 6, -1, 16
41	O=C(Nc1ccc(Cl)c(-c2nc3ccccc3[nH]2)c1)c1ccc2c(c1)OCO2
    i, 14, -2, -7, -4, 8, -4, -1, 13
42	COc1cc(/C=N/Nc2nc(Nc3ccccc3)nc(N3CCCCC3)n2)ccc1OCC(=O)O
    i, 1, -2, 3, 3, 2, 8, -1, 0
43	CCOc1ccc(S(=O)(=O)NCc2cccnc2)cc1NC(=O)c1ccccc1
    i, 3, -3, 12, -6, 2, 13, 0, 1
44	Cc1cc(Cl)ccc1NC(=S)Nc1ccccn1
    i, 5, -3, 14, -3, 7, 4, -2, -10
45	Cn1nc(C(C)(C)C)cc1NC(=O)C1(C)CCN1C(=O)Cc1ccc(-c2ccccc2)cc1 (stereo not drawn)
    i, -4, 0, 3, 5, 11, -5, -1, 22
46	CCCN1C(=O)/C(=C/c2ccc(C)o2)SC1=Nc1ccc(OC)cc1
    i, -1, -8, 7, -13, 9, 9, -1, 21
47	Cc1sc(NC(=O)c2ccco2)c(CN2CCC(C)CC2)c1C
    i, -13, -3, 26, 6, 7, -7, 1, 16
48	CN(C)c1ccc(C=NNc2ccccn2)c(Cl)c1
    i, 0, -9, -1, 5, 1, -2, 2, -3
49	CCc1nc2c(OCc3ccc(F)cc3)cccn2c1N(C)C(=O)COc1ccccc1
    i, nt, -8, 6, 6, -6, -11, 7, 7
50	CC(C)(C)C(=O)Nc1ccc(C(=O)OC2CCCCC2)cc1
    i, -8, -1, 9, 2, 22, -9, -4, 17
51	CC(C)c1ccc(S(=O)(=O)N2CCN(CC(O)CN3CCOCC3)CC2)cc1 (stereo not drawn)
    i, 2, -2, -14, 2, 16, 3, 0, -9
52	O=C(/C=C/c1cccc([N+](=O)[O-])c1)NCC1CCCO1 (stereo not drawn)
    i, -2, -3, 6, -4, 11, -5, -1, 0
53	CC(C)CC(NC(=O)C1CCCN1C(=O)[C@@H](C)NC(=O)OCc1ccccc1)C(=O)NCC(N)=O (stereo partly drawn)
    i, 2, -4, 13, -7, -7, -2, 0, -7
54	FC(F)(F)c1cccc(NC(=S)N2CCN(c3ccccc3)CC2)c1
    i, -14, -13, -76, -13, -4, 4, -1, -4
55	CCCCN(C)C(=O)C1CCCN(S(=O)(=O)c2ccc3c(c2)oc(=O)n3C)C1 (stereo not drawn)
    i, 0, -1, 7, 7, 20, 10, 5, -2
56	Cc1nc(SCC(=O)NC2(C#N)CCCC2)n(CC(C)C)c1C
    i, -4, 1, -70, -1, 7, -14, 0, -6
57	O=C(CSC1=NCCS1)Nc1nc2ccccc2s1
    i, 0, -2, 42*, -1, 12, -3, 0, -16
58	CC1CCN(S(=O)(=O)c2ccc3c(c2)c(=O)c(C(=O)NCc2ccco2)cn3C)CC1
    i, -3, -4, 5, 9, 3, -4, 2, 71*
59	COCCNc1oc(-c2ccccc2Cl)nc1S(=O)(=O)c1ccc(C)cc1
    i, 1, -3, 13, 10, 4, 12, 2, 4
60	C[C@@H](NC(=O)C[C@@H]1C[C@@H]2c3cc(NS(=O)(=O)c4ccc(F)cc4)ccc3O[C@@H]2[C@@H](CO)O1)c1ccccc1
    i, 2, -1, 3, -5, 7, 20, 0, -8
61	CCSCCOC(=O)C1=C(C)N(C)C(=O)NC1c1cc(OC)ccc1OC (stereo not drawn)
    i, -6, -4, 11, -5, 1, -1, 1, -5
62	NS(=O)(=O)CCCc1ccccc1
    i, 3, -3, -1, 5, 6, 8, -1, -11
63	O=S(=O)(NCc1csc(-c2ccccc2)n1)c1ccc(Cl)s1
    i, 1, -5, -11, -9, 6, -17, -5, 48
